Screening results from PubChem BioAssay.
IDE exosite FP: insulin-degrading enzyme (human) exo-site inhibition | P14735 | purified IDE, FL-6b probe fluorescence polarization; active compounds read low | z-score at 20 µM | hit rate 6.3% among 17,000 | AID 1259349;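 active means z-score of -3 or lower, meaning strong loss of probe binding signal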;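 further: His-tagged human IDE residues 42-1019 made in E. coli with 30 nM FL-6b probe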
Target sequence (P14735 42-1019 limits assumed): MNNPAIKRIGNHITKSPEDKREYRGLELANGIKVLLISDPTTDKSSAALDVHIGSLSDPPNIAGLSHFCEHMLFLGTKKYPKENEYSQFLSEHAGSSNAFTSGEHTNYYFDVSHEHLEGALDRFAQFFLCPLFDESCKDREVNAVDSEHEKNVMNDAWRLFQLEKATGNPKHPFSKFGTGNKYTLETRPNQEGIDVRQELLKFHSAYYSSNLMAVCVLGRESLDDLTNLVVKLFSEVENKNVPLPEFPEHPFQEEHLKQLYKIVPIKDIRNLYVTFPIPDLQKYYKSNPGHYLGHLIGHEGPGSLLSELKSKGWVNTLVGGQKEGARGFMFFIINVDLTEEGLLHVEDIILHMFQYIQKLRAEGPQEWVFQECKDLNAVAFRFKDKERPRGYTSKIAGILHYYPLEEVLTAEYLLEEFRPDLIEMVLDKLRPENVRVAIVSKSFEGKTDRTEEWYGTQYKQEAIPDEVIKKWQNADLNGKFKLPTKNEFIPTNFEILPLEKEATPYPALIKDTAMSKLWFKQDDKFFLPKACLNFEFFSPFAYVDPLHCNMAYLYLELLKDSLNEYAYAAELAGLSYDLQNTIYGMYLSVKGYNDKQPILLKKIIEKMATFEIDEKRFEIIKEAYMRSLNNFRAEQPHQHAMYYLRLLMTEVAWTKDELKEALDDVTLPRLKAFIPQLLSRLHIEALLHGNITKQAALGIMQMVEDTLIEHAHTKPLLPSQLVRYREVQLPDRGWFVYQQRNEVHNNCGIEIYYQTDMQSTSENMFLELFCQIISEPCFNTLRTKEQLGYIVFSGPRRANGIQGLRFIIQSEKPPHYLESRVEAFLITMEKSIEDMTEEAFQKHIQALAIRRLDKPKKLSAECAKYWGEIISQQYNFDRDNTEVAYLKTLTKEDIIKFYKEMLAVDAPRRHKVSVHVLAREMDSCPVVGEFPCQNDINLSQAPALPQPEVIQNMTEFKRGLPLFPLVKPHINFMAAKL
* marks the source's active call; other numbers are inactive results; & = joins results of further samples. Only part of the results is shown, so the mix of outcomes need not match the whole.

SMILES	IDE exosite FP
O=C(NC[C@@H]1[C@@H](c2ccccc2)[C@H](CO)N1Cc1ccccn1)C1CCCC1	-1
O=C(CN1CCOCC1)N1CCCCN2[C@@H](CO)[C@@H](c3ccc(-c4ccccc4F)cc3)[C@@H]2C1	-5.1*
CN1C(=O)c2cc(NC(=O)c3cnccn3)ccc2OC[C@@H]2O[C@@H](CC(=O)NCC3CCCCC3)CC[C@H]21	-0.028
C[C@@H]1CN([C@H](C)CO)C(=O)Cc2cc(NC(=O)c3ccncc3)ccc2O[C@@H]1CN(C)C(=O)Nc1ccc(F)cc1	2.3
CCS(=O)(=O)N1CC(=O)N2[C@H](CO)[C@H](c3ccc(-c4ccccc4)cc3)[C@@H]2C1	1.6
O=C(c1ccccn1)N1CC(=O)N2[C@H](CO)[C@H](c3ccc(C#Cc4ccccc4)cc3)[C@H]2C1	-14*
CN(C)C(=O)c1ccc(-c2ccccc2[C@@H]2[C@H](C#N)N(C(=O)C3CCCCC3)[C@H]2CO)cc1	2.2
CS(=O)(=O)N1[C@H](C#N)[C@@H](c2ccc(C#CC3CC3)cc2)[C@H]1CO	1.6
COc1ccc(-c2ccc3c(c2)[C@@H]2[C@@H](CCN2C(=O)c2ccncc2)[C@H](CO)N3C)cc1	0.28
O=C(c1ccncc1)N1CC(=O)N2[C@H](CO)[C@@H](c3ccc(-c4ccccc4F)cc3)[C@H]2C1	0.35
COc1ccccc1NC(=O)N1CCCCN2[C@H](CO)[C@@H](c3ccc(-c4cccc(C)c4)cc3)[C@@H]2C1	-2.8
CC(=O)N1CC[C@@H]2[C@H](CO)Nc3ccc(-c4ccccc4)cc3[C@@H]21	2.1
CCCC(=O)Nc1ccc2c(c1)OC[C@@H](C)N(CC1CCOCC1)C[C@@H](C)[C@@H](OC)CN(C)C2=O	1.6
Cc1ccccc1-c1ccc([C@H]2[C@H]3CN(CC4CCOCC4)CCCCN3[C@H]2CO)cc1	-6.9*
C[C@H](NC(=O)C[C@H]1C=C[C@H](NS(=O)(=O)c2cccc(F)c2)[C@@H](CO)O1)c1ccccc1	3.4
O=C(Cc1ccccc1)N1CC(=O)N2[C@H](C1)[C@@H](c1ccc(-c3ccccc3)cc1)[C@@H]2CO	-2.1
C/C=C/c1ccc([C@H]2[C@H](CO)N[C@H]2CN(C(=O)C2CCC2)C(C)C)cc1	5.9
C[C@H]1CN([C@@H](C)CO)C(=O)c2cc(-c3cccc(C#N)c3)cnc2O[C@H]1CN(C)C(=O)C1CCOCC1	-0.97
COCC(=O)Nc1ccc2c(c1)OC[C@@H](C)N(C)C[C@@H](C)[C@H](OC)CN(C)C2=O	-0.61
O=C(NC1CCCCC1)N1CC2(C1)[C@@H](c1ccccc1)[C@@H](CO)N2CC1CCCC1	-0.15
O=C(c1ccc(F)cc1)N1CC(=O)N2[C@@H](CO)[C@H](c3ccc(-c4ccccc4)cc3)[C@@H]2C1	-1.3
COc1cccc(NC(=O)N2C[C@@H](O)COC[C@@H]3O[C@@H](CC(=O)N(C)C)CC[C@H]32)c1	0.61
OC[C@@H]1[C@H](c2ccc(-c3ccccc3)cc2)[C@@H]2CN(Cc3ccccn3)CCCCN12	-3*
N#C[C@@H]1[C@H](c2ccccc2C2=CCCCC2)[C@@H](CO)N1C(=O)CN1CCOCC1	0.69
C[C@H]1CN([C@@H](C)CO)C(=O)c2cc(NS(=O)(=O)c3cn(C)cn3)ccc2O[C@@H]1CN(C)S(=O)(=O)c1ccc(F)cc1	0.64
C[C@@H]1CN([C@H](C)CO)C(=O)c2ccccc2-c2ccccc2CO[C@H]1CN(C)C(=O)Nc1cccc(C(F)(F)F)c1	-0.92
COc1ccc(-c2ccc([C@@H]3[C@@H](C#N)N(C(=O)NC4CCCCC4)[C@H]3CO)cc2)cc1	1.1
N#C[C@@H]1[C@@H](c2ccc(-c3ccccc3)cc2)[C@@H](CO)N1C(=O)Cc1ccccc1	1.8
CO[C@@H](CN(C)C(=O)Nc1ccc(Cl)cc1)[C@@H](C)CN(Cc1ccccc1Cl)[C@@H](C)CO	0.88
CCCC#Cc1ccc([C@@H]2[C@@H](C#N)N(C(=O)C3CCCCC3)[C@H]2CO)cc1	3.8
O=C(NC[C@H]1N[C@H](CO)[C@@H]1c1ccc(C2=CCCC2)cc1)C1CCCCC1	0.34
CN1C(=O)c2cc(NS(=O)(=O)c3cccc(F)c3)ccc2OC[C@@H]2O[C@H](CC(=O)NCCN3CCCCC3)CC[C@H]21	-0.32
COc1ccccc1C#Cc1ccc([C@H]2[C@@H](CO)N(C(=O)C3CC3)[C@H]2C#N)cc1	-7.5*
COCCN(C[C@@H]1[C@H](c2ccccc2)[C@@H](CO)N1C(C)=O)C(=O)c1ccncc1	1.4
O=C(Nc1cccc(F)c1)N1C[C@@H]2[C@H](c3ccccc31)[C@H](CO)N2C(=O)Cc1ccccn1	0.29
C[C@@H]1CN([C@H](C)CO)C(=O)CCCn2nncc2CO[C@@H]1CN(C)Cc1ccccc1C(=O)O	-0.032
O=C(C[C@H]1C=C[C@H](NC(=O)Nc2ccccc2F)[C@@H](CO)O1)NCc1ccc(-c2ccccc2)cc1	2.6
CCC(=O)Nc1ccc2c(c1)C(=O)N(C)C[C@@H](OC)[C@@H](C)CN(C(=O)Cc1cccnc1)[C@@H](C)CO2	1.5
COCCNC(=O)C[C@H]1CC[C@@H]2[C@H](COc3ccc(NC(=O)Nc4cccc(F)c4)cc3C(=O)N2C)O1	-0.77
C[C@@H]1CCCCO[C@@H](CN(C)S(=O)(=O)c2cn(C)cn2)[C@@H](C)CN([C@@H](C)CO)C(=O)c2cc(NC(=O)Nc3cccc4ccccc34)ccc2O1	-4.2*

At a glance, some entries already given.
SMILES	IDE exosite FP
CCC(=O)Nc1ccc2c(c1)C(=O)N(C)C[C@@H](OC)[C@@H](C)CN(C(=O)Cc1cccnc1)[C@@H](C)CO2	1.5
COCCNC(=O)C[C@H]1CC[C@@H]2[C@H](COc3ccc(NC(=O)Nc4cccc(F)c4)cc3C(=O)N2C)O1	-0.77
C[C@@H]1CCCCO[C@@H](CN(C)S(=O)(=O)c2cn(C)cn2)[C@@H](C)CN([C@@H](C)CO)C(=O)c2cc(NC(=O)Nc3cccc4ccccc34)ccc2O1	-4.2*

Arranged by value in IDE exosite FP (low to high): some entries from above
| Compound | IDE exosite FP |
| --- | --- |
| O=C(NC[C@H]1N[C@H](CO)[C@@H]1c1ccc(C2=CCCC2)cc1)C1CCCCC1 | 0.34 |
| C[C@H]1CN([C@@H](C)CO)C(=O)c2cc(NS(=O)(=O)c3cn(C)cn3)ccc2O[C@@H]1CN(C)S(=O)(=O)c1ccc(F)cc1 | 0.64 |
| N#C[C@@H]1[C@H](c2ccccc2C2=CCCCC2)[C@@H](CO)N1C(=O)CN1CCOCC1 | 0.69 |

Next section:
SMILES	IDE exosite FP
N#C[C@@H]1[C@H](c2ccccc2C2=CCCC2)[C@@H](CO)N1C(=O)NC1CCCCC1	-0.59
OC[C@H]1[C@@H](c2ccc(-c3ccccc3F)cc2)[C@@H]2CN(Cc3cccnc3)CCCCN12	0.93
CC(=O)NC[C@H]1[C@@H](c2ccc(-c3cccnc3)cc2)[C@@H](CO)N1C(=O)CC1CC1	0.21
CCCC(=O)Nc1ccc2c(c1)C(=O)N(C)C[C@@H](OC)[C@H](C)CN(C(=O)c1ccccn1)[C@@H](C)CO2	0.96
O=C(Nc1ccccc1)[C@@H]1[C@@H](CO)[C@@H]2Cn3c(ccc(C4=CCCCC4)c3=O)[C@@H]2N1Cc1cocn1	0.45
O=C(c1ccccc1)N1CC(=O)N2[C@@H](CO)[C@@H](c3ccc(C#CC4CC4)cc3)[C@@H]2C1	1
O=C(Nc1ccccc1)N1CCCCN2[C@H](C1)[C@H](c1ccc(C3=CCCCC3)cc1)[C@@H]2CO	2.2
COc1cccc(NC(=O)Nc2ccc3c(c2)C(=O)N(C)C[C@@H](OC)[C@@H](C)CN[C@H](C)CO3)c1	-0.96
OC[C@@H]1[C@H](c2ccc(-c3ccccc3)cc2)[C@H]2CN(Cc3ccccn3)CCCCN12	-0.24
COCC#Cc1ccc([C@@H]2[C@H]3CN(C(=O)C4CC4)CC(=O)N3[C@H]2CO)cc1	2.6
COCCNC(=O)C[C@H]1CC[C@@H]2[C@H](COC[C@H](O)CN2C(=O)c2cc(Cl)cc(Cl)c2)O1	0.43
C[C@H]1CN([C@@H](C)CO)C(=O)Cc2cc(NC(=O)C3CC3)ccc2O[C@@H]1CN(C)S(=O)(=O)c1cn(C)cn1	0.27
COCC(=O)N1[C@H](CO)[C@@H]2c3ccccc3N(C)C[C@@H]21	2.5
O=C(CCN1CCCCC1)N[C@@H]1CC[C@H](CCn2cc(-c3cccc(F)c3)nn2)O[C@H]1CO	2.2
CCN(C[C@@H]1[C@@H](c2ccccc2)[C@@H](CO)N1C(C)=O)C(=O)NC1CCCC1	-0.16
C[C@@H](NC(=O)C[C@H]1C[C@H]2c3cc(NS(=O)(=O)c4ccc(F)cc4)ccc3O[C@H]2[C@H](CO)O1)c1ccccc1	-0.45
C[C@H]1CN([C@@H](C)CO)S(=O)(=O)c2ccc(-c3ccncc3)cc2O[C@@H]1CN(C)S(C)(=O)=O	1.2
Cc1nc(N2[C@H](CO)[C@H](c3ccccc3)[C@H]2CNCC2CCC2)sc1C	2.8
CNC[C@@H]1Oc2ccc(N)cc2CC(=O)N([C@H](C)CO)C[C@H]1C	0.8
O=C(NC[C@H]1[C@@H](c2ccccc2)[C@@H](CO)N1Cc1ccccn1)NC1CCCC1	0.7
C[C@@H]1CN([C@@H](C)CO)C(=O)c2ccccc2-c2ccccc2CO[C@@H]1CN(C)Cc1ccc2c(c1)OCCN2C	0.08
Cc1ccc(-c2ccc([C@H]3[C@@H](CO)N4C(=O)CN(C(=O)Nc5cccc(F)c5)C[C@H]34)cc2)cc1	2.8
CCS(=O)(=O)Nc1ccc2c(c1)C(=O)N(C)[C@H]1CC[C@@H](CC(=O)NCc3ccccc3F)O[C@@H]1CO2	0.36
O=C(c1cccc(F)c1)N1CCCCN2[C@H](C1)[C@@H](c1ccc(C#CC3(O)CCCC3)cc1)[C@@H]2CO	0.34
C[C@@H]1CCCCO[C@@H](CN(C)Cc2ccc(Cl)c(Cl)c2)[C@H](C)CN([C@@H](C)CO)C(=O)c2cc(NS(=O)(=O)c3cccs3)ccc2O1	0.82
Cc1ccc(-c2ccc([C@H]3[C@H](CO)N4C(=O)CN(C(=O)CN5CCOCC5)C[C@@H]34)cc2)cc1	0.8
COc1ccc(-c2ccc([C@@H]3[C@@H](CO)N(C(=O)C4CCCC4)[C@H]3C#N)cc2)cc1	1.3
CC(C)NC(=O)N1[C@@H](C#N)[C@H](c2ccc(C#CC3CC3)cc2)[C@@H]1CO	1.2
O=C(CCN1CCCCC1)NCC[C@@H]1CC[C@H](NS(=O)(=O)c2cccc(Cl)c2)[C@@H](CO)O1	0.32
CCCNC(=O)C[C@@H]1CC[C@@H]2[C@H](COC[C@H](O)CN2C(=O)Nc2ccc(Cl)c(Cl)c2)O1	0.54
COc1ccc(NC(=O)N2CC3(C2)CN(C(C)=O)[C@@H](CO)c2[nH]c4cc(OC)ccc4c23)cc1	-0.73
O=C(C1CCOCC1)N1CC2(C1)[C@H](c1ccccc1)[C@@H](CO)N2C(=O)CC1CC1	0.64
Cc1ccc(-c2ccccc2[C@@H]2[C@@H](C#N)N(C(=O)NC3CCCC3)[C@H]2CO)cc1	1.3
C[C@H](CO)N1C[C@H](C)[C@@H](CN(C)C(=O)Nc2ccccc2)OCCCC[C@H](C)Oc2ccc(NC(=O)Nc3ccccc3)cc2C1=O	0.28
COc1ccccc1-c1ccccc1[C@@H]1[C@@H](C#N)N(C(=O)C2CCOCC2)[C@H]1CO	-0.022
CO[C@@H](CN(C)C(=O)C1CCOCC1)[C@@H](C)CN([C@H](C)CO)S(=O)(=O)c1ccccc1	-0.75
COc1ccccc1NC(=O)N1CC(=O)N2[C@H](C1)[C@@H](c1ccc(C#Cc3ccccc3)cc1)[C@@H]2CO	0.083
O=C(Nc1ccc(F)cc1)N1CC(=O)N2[C@H](CO)[C@H](c3ccc(C#CC4CC4)cc3)[C@H]2C1	0.55
C[C@H](O)C#Cc1ccc([C@H]2[C@H]3CN(S(=O)(=O)c4ccccc4)CCCCN3[C@H]2CO)cc1	3.3
C[C@@H]1CN([C@H](C)CO)C(=O)CCCn2nncc2CO[C@H]1CN(C)C(=O)Nc1ccc(-c2cccs2)cc1	-0.43
CCCC#Cc1ccc([C@@H]2[C@@H](CO)N3CCCCN(C(=O)NC4CCCC4)C[C@@H]23)cc1	1.3
COc1ccccc1-c1ccc([C@@H]2[C@H](CO)N3CCCCN(Cc4ccncc4)C[C@@H]23)cc1	-8.9*
COCC#Cc1ccc([C@@H]2[C@H]3CN(S(=O)(=O)c4ccccc4F)CCCCN3[C@H]2CO)cc1	0.65
O=C(N[C@H]1C=C[C@H](CC(=O)N2CCC(Cc3ccccc3)CC2)O[C@@H]1CO)c1cnccn1	-0.25
CN(C)C(=O)c1cccc(-c2ccc([C@@H]3[C@@H](CO)N4C(=O)CN(C(=O)C5CCCCC5)C[C@@H]34)cc2)c1	2.8
C[C@@H](NC(=O)C[C@@H]1C[C@H]2c3cc(NS(=O)(=O)c4ccc(F)cc4)ccc3O[C@H]2[C@@H](CO)O1)c1ccccc1	-0.24
COc1ccc(NC(=O)N2C[C@@H]3N[C@H](C2)C3c2ccc(-c3cncnc3)cc2)cc1 (some centres undefined)	-1.1&-0.027
COc1ccc2c3c([nH]c2c1)[C@H](CO)N(C(C)=O)CC31CCN(Cc2cc(-c3ccccc3)on2)CC1	0.16
C/C=C/c1ccc([C@H]2[C@@H](CO)N(CC3CCCC3)[C@H]2CNC(=O)NC(C)C)cc1	1.1
CN(C)C(=O)c1cccc(-c2ccc([C@@H]3[C@H]4CN(CC5CCOCC5)CCCCN4[C@H]3CO)cc2)c1	0.53

Pulled one by one from the list above, 3 records:
SMILES	IDE exosite FP
O=C(N[C@H]1C=C[C@H](CC(=O)N2CCC(Cc3ccccc3)CC2)O[C@@H]1CO)c1cnccn1	-0.25
CN(C)C(=O)c1cccc(-c2ccc([C@@H]3[C@@H](CO)N4C(=O)CN(C(=O)C5CCCCC5)C[C@@H]34)cc2)c1	2.8
COc1ccc2c3c([nH]c2c1)[C@H](CO)N(C(C)=O)CC31CCN(Cc2cc(-c3ccccc3)on2)CC1	0.16
